Screening results (PubChem)
UGM FP inh = Mtb UDP-galactopyranose mutase inhibition | P9WIQ1 | purified UGM, fluorescence polarization probe displacement | inhibition, % at 10 µM | 320,000 tested, 0.06% active | AID 504406; in the data active means inhibition above about 10%, passing the limit was not always enough; inconclusive means no clear call, values can overlap the other calls
MazEF act = activators of E. coli MazEF toxin-antitoxin RNase; P0AE70; activation, % at 20 µM; FAM/BHQ RNA-DNA oligo cleavage fluorescence, 5 h; 350,000 tested, 0.32% active; in the data active means activation above about 50%
Target sequence (P0AE70 whole entry, looked up): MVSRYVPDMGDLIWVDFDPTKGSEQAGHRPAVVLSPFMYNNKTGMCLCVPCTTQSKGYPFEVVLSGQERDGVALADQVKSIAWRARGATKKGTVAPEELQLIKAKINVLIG
Mtb FBA inh = Mtb fructose-bisphosphate aldolase inhibition. purified M. tuberculosis FBA, fluorescence read-out. inhibition, % at 1 µM. 360,000 tested, 2.3% active; in the data active means inhibition above about 27%;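 further: 0% = vehicle and 100% = reference inhibitor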
Target sequence (P9WQA3 whole entry, looked up): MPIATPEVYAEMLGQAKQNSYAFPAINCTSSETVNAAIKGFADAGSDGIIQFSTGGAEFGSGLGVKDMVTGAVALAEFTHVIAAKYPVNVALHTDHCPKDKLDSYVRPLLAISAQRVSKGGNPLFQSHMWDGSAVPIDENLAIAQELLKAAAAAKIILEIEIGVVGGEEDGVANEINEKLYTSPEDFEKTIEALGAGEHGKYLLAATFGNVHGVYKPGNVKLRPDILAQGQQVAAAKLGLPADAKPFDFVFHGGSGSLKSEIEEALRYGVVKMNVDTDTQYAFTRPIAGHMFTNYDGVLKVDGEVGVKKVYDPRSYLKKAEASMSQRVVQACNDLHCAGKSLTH
PrPC TRFRET = reduces human prion protein on the cell surface; P04156; cell surface PrPC, TR-FRET read-out; inhibition, % at 13.8 µM; 370,000 tested, 0.43% active; in the data active means inhibition above about 24%; further: 0% = median of the test wells and 100% = reference compound wells
BoNT-F LC inh = inhibitors of Botulinum neurotoxin F light chain protease | Multiplex microsphere protease cleavage assay, flow cytometry | inhibition, % at 10 µM | 360,000 tested, 0.22% active | AID 588497; in the data active means inhibition above about 35%, passing the limit was not always enough; inconclusive means no clear call, values can overlap the other calls; further: plate controls were buffer without enzyme for full effect and enzyme alone for no effect
Mtb BioA inh = BioA (M. tuberculosis) enzyme inhibition. inhibition, % at 9.99 µM. purified M. tuberculosis BioA enzyme, plate reader. AID 602481. 360,000 tested, 0.096% active; in the data active means inhibition above about 40%; inconclusive means no clear call, values can overlap the other calls
FadD28 binding = M. tuberculosis FadD28 bisubstrate binding inhibition; FadD28 bisubstrate probe binding, fluorescence polarization; AID 588549; inhibition, % at 12.5 µM; 360,000 tested, 0.22% active; in the data active means inhibition above about 8.5%, passing the limit was not always enough; inconclusive means no clear call, values can overlap the other calls
GDH-TPI counter = inhibits GDH-TPI coupling enzymes, artifact for Mtb FBA screen; GDH-TPI coupled enzyme counterscreen, NADH absorbance; inhibition, % at 4.8 µM; 360,000 tested, 1.2% active; in the data active means inhibition above about 30%;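 further: 0% = DMSO wells and 100% = wells lacking the enzyme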
Rv3671c protease = inhibits the M. tuberculosis serine protease Rv3671c; inhibition, % at 5.96 µM; P9WHR9; 320,000 tested, 0.048% active; AID 2606; in the data active means inhibition above about 38%;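 further: extracellular domain of Rv3671c used as enzyme; 0% = enzyme with DMSO and 100% = no enzyme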
Target sequence (P9WHR9 whole entry, looked up, the tested form may be a part): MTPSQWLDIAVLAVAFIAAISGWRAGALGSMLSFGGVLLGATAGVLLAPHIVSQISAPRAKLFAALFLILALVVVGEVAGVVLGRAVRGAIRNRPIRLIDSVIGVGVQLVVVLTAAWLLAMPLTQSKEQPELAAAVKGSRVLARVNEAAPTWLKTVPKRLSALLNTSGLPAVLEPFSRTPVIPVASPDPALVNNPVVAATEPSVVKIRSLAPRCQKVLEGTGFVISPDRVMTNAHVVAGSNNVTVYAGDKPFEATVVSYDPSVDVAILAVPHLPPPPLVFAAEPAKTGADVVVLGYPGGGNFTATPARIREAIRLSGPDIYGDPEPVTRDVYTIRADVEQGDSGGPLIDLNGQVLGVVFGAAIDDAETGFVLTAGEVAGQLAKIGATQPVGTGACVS
* = called active by the depositor; i = inactive; u = inconclusive; x = not tested or not shown. Outcome played no part in choosing rows. About 4.8% of those tested had a hit in this group.

Each structure is followed by: FadD28 binding, Mtb BioA inh, MazEF act, UGM FP inh, Mtb FBA inh, Rv3671c protease, GDH-TPI counter, BoNT-F LC inh, PrPC TRFRET
- N#CCSc1ccccc1NC(=O)CN1C(=O)C(=O)N(Cc2ccccc2)C1=O
    -0.4, x, -29, 3.5, 1, 1, 2, -5, -1
- CC(=O)NCc1ccc(C(=O)CSc2nnc(-c3ccncc3)n2Cc2ccccc2)o1
    -2.9, 2.5, 1, -1.1, -3, 5, 16, -2, x
- COCCNC(=S)N(Cc1cc2cc(C)ccc2n2nnnc12)C1CCCC1
    0.0, -2.9, 3, 2.4, 5, -3, 0, -4, 0
- COc1cc(NS(=O)(=O)c2ccc(NC(=O)COc3ccc(C)cc3)cc2)nc(OC)n1
    -2.1, -0.9, 0, 3.2, 0, 7, -2, 6, -3
- N#C/C(=C/c1ccc2c(c1)OCO2)C(=O)NCCc1c[nH]c2ccccc12
    -1.0, x, 6, 1.3, 0, 0, 19, -3, x
- CC1CCN(S(=O)(=O)c2ccc(C(=O)OCc3ccc4c(c3)OCO4)cc2)CC1
    1.3, -5.8, -4, 0.9, 5, -7, 13, -2, 0
- O=C(NCc1cccc(C(F)(F)F)c1)C1CCCN(c2cnccn2)C1 (stereo unspecified)
    0.2, 0.0, -24, -1.7, 3, -2, 4, 0, 0
- CCN(CCS(=O)(=O)c1ccc(Cl)cc1)C(=O)Nc1ccc(Cl)cc1
    -3.1, x, 1, 0.4, 3, 2, -9, -6, 6
- Cn1cccc1/C=C1\CCc2ccccc2C1=O
    -0.6, 1.0, -52, -0.7, -7, 6, 5, -3, -10
- CCc1nc2ccc(C(=O)NCCCN(C)C)cn2c1N(C)CCCc1ccccc1
    -2.4, 7.6, x, x, -2, x, 3, -3, -1
- O=C1CC(c2cccc(Cl)c2)c2cc3c(cc2N1)CCC3 (stereo unspecified)
    -1.3, -0.7, 0, -2.2, 1, 0, 5, -14, 16
- CC(C)c1ccc(/C=C/C(=O)NCCCc2ccccc2)cc1
    -2.2, x, -3, 0.7, 0, -16, 14, 0, 9
- O=C(O)c1ccccc1C1=Nc2ccc(O)cc2Oc2cc(O)ccc21
    -1.3, x, i, 14*, -3, 20, 10, -9, -6
- Cc1cc(NC(=O)CSc2nnc(CNc3cccc(C(F)(F)F)c3)n2Cc2ccco2)no1
    -0.3, -0.7, 5, 0.0, 0, -9, 21, -6, -7
- CC(=O)c1ccc(C(=O)N2CCCC(CO)(Cc3ccccc3C)C2)s1 (stereo unspecified)
    -2.0, 54*, 5, x, -1, x, 4, -4, -3
- CCCCNC(=O)[C@@](CC)(ONc1ccccc1C(F)(F)F)c1cccc2ccccc12
    -0.9, -1.0, 2, -0.9, 0, 7, -3, 5, 2
- CC(C(=O)c1ccc(Br)cc1)[n+]1cccc2ccccc21 (stereo unspecified)
    0.6, -5.6, -66, -3.5, 5, -12, 6, u, -7
- CCCc1c(C(=O)N/N=C(/C)c2ccncc2)nnn1-c1nonc1N
    -0.1, 0.7, 16, 0.5, 1, 1, 2, -12, -3
- COc1cc(CN2CCN(CCOCCO)CC2)cc(OC)c1OC
    0.5, -1.4, 8, 0.2, 3, 4, -3, -11, 8
- CCOC(=O)c1[nH]c2ccc(OC)cc2c1NC(C)=O
    0.6, -3.2, 2, -0.6, 34*, 3, 8, 2, -4
- COc1cc(OC)c(C(=O)O/N=C(\N)c2ccccc2)cc1OC
    -4.5, 11, 10, 0.2, -1, -8, 0, 3, 5
- CN1C(=O)c2cccc(N(C)C)c2C1=O
    -1.7, -2.1, -10, -0.4, -2, -2, 4, -1, -9
- CS(=O)(=O)c1cccc(C(=O)OCC(=O)NCc2cccs2)c1
    x, 0.7, 4, -7.1, -1, -5, 5, 6, -4
- O=C1CCCN1CCCNCC(=O)N1c2ccccc2Sc2ccccc21
    -1.4, 0.1, 5, -1.8, 2, -1, 2, 0, -7
- COc1ccc(NC(=O)Nc2ncccc2C)cc1
    0.2, -0.1, 5, 0.3, 3, 7, 8, -20, 5
- CCc1ccc(NC(=O)Cn2cnc3c(=O)n(C)c(=O)n(C)c32)cc1
    0.2, x, -5, 0.3, 2, 0, -4, 4, -6
- O=C(Cc1ccccc1Cl)N/N=C/c1cccnc1
    -1.1, 3.2, 4, -3.5, 1, -2, 3, -1, -3
- CCOc1ccc(N(CC(=O)Nc2ccccc2C)S(=O)(=O)c2c(C)[nH]c(=O)[nH]c2=O)cc1
    -3.0, -0.9, 6, 3.3, 2, 4, 2, -5, -4
- CC(C)(C)N1C(=O)[C@H]2[C@@H](c3ccc(Br)cc3)N3C(=O)N(c4ccc(Br)cc4)C(=O)[C@@]3(Cc3ccccc3)[C@H]2C1=O
    -2.9, -2.6, -2, -1.8, 1, -32, 13, 7, x
- COc1ccc(NC(=S)N2N=CCC2c2ccccc2)cc1 (stereo unspecified)
    -2.4, -1.4, 1, -3.2, 2, 5, 2, 4, -4
- Nc1ccc(C(=O)c2ccc3c(c2)OCCO3)cc1N
    -5.0, 0.2, 4, 1.6, -5, -15, 23, -6, x
- CCC1(C2=NCCN2)Cc2ccccc2O1 (stereo unspecified)
    -0.2, -1.1, 6, 3.4, 0, -2, 0, -14, 4
- COCCN(CC(=O)Nc1ccccc1C(F)(F)F)C(=O)c1ccc(-n2cccn2)cc1
    -0.3, 0.7, -1, 4.2, 3, -2, 1, -5, 0
- Cc1c(C)n(C)c2ccc(C(=O)NCCCN3CCOCC3)cc12
    -0.4, -0.2, 8, 0.9, 4, -8, -1, 4, -8
- Cc1ccc(C)c(NC(=O)C2CC(O)CN2C(=O)Oc2ccccc2)c1 (stereo unspecified)
    0.8, -0.7, 1, -1.4, 1, 2, 0, -2, -2
- COc1cc(C2CC(=O)c3cnc(NC(C)=O)nc3C2)cc(OC)c1OC (stereo unspecified)
    -1.6, 0.3, 6, 3.5, 4, -8, 12, -1, 5
- NC(=O)NC(=O)COC(=O)c1ccccc1OCc1ccc(F)cc1
    -3.5, 0.3, -2, 0.4, 3, 13, 3, 1, -6
- COCCn1c(COc2ccc(C)cc2)nc2ccccc21
    -2.3, x, 1, -1.7, 0, 0, -8, -2, 0
- Cc1ccc(C(=O)NC(=S)Nc2ccccc2N2CCOCC2)cc1C
    -1.4, -0.1, -16, 0.3, 5, 1, 0, -2, x
- CC(=O)C(Cc1ccccc1)NC(=O)COC(=O)CCN1C(=O)C2CC=CCC2C1=O (stereo unspecified)
    -4.4, -1.0, -6, -1.7, -1, 1, -10, 1, -4
- COC(=O)c1ccc[n+](CCc2c[nH]c3ccccc23)c1
    -0.6, -1.9, 3, -1.2, 0, -7, 2, -1, -4
- COC(=O)c1ccc(NC(=O)CN2CCN(S(=O)(=O)c3ccc(Br)cc3)CC2)cc1
    -2.1, 0.8, -2, 0.5, -1, -2, 3, 1, -6
- c1ccc(Cn2nnc3c(NCC4CCCO4)nc(C4CC4)nc32)cc1 (stereo unspecified)
    -2.5, x, 5, -3.0, 1, 2, -5, 2, 10
- CC(C(=O)OCc1nnc(-c2ccccc2)o1)N1C(=O)c2ccccc2C1=O (stereo unspecified)
    -3.3, 1.8, 7, -1.1, 2, -3, -12, 3, -1
- CCOc1ccc(/C=N/NC(=O)C2CCCC2)c(OCC)c1
    0.4, 0.2, 4, -1.4, 2, 2, 1, -13, 5
- CCN(CC)C(=O)NC1CC2CCCC(C1)N2Cc1ccccc1 (stereo unspecified)
    0.0, 3.2, 5, -1.5, 4, -4, 4, 8, -3
- COC(=O)c1c(NC(=O)c2cccnc2)sc(C)c1C
    -1.2, 12, 3, 0.4, 2, -2, 15, -6, x
- Cc1cc(=O)n2[nH]c(-c3ccc(C(C)(C)C)cc3)cc2n1
    -1.4, -1.3, 10, -1.6, 36*, -1, 11, -26, 11
- O=C(NC1CN2CCC1CC2)c1cccc(Cl)c1 (stereo unspecified)
    1.0, -0.3, 3, 2.4, 0, 1, -1, -16, 4
- S=C(NC1CCCCC1)NN(c1ccccc1)c1ccccc1
    -2.7, -1.0, -6, 0.6, 0, -12, 8, -5, 6

More compounds follow:
Each structure is followed by: FadD28 binding, Mtb BioA inh, MazEF act, UGM FP inh, Mtb FBA inh, Rv3671c protease, GDH-TPI counter, BoNT-F LC inh, PrPC TRFRET
- Cc1cccc(C(=O)OC(C)C(=O)NCC2CCCCC2)c1O (stereo unspecified)
    -3.1, 3.3, -3, x, -1, 11, 3, 13, -3
- Cc1nn(-c2ccccc2)cc1/C=N/NS(=O)(=O)c1ccccc1
    0.0, x, -2, 1.9, -2, -2, 11, -2, -5
- Cc1nn(-c2cc(C(F)(F)F)ccc2Cl)c2nc(C(Cl)(Cl)Cl)[nH]c(=O)c12
    -3.1, x, -4, 0.3, 4, -2, -1, -9, 1
- O=C(OCC(=O)N1CCCC1=O)c1cc(S(=O)(=O)N2CCOCC2)ccc1Cl
    -3.9, -4.1, 5, 1.1, 0, -11, 0, 10, -7
- Cc1ccc(C)c(CSc2nnc([C@@H](N)C(C)C)o2)c1
    -1.4, 1.5, -2, -2.0, -1, 3, 14, -4, 3
- CCCCOc1ccc(C(=O)NC)cc1
    -2.4, -0.9, 1, -0.9, 3, 4, 3, 0, -3
- Cc1ccc(Cl)cc1NC(=O)CN1C(=O)NC(C)(C2CC2)C1=O (stereo unspecified)
    -1.5, -0.6, -5, 1.2, 3, -2, 4, -2, -3
- CCN(CC)C(=O)CC(c1ccc(F)cc1)c1ccc(OC)cc1 (stereo unspecified)
    -5.2, x, 4, 3.4, -2, -2, 5, 3, -2
- Cc1cc(-c2ccco2)n(CC(=O)NCc2ccccc2)n1
    0.5, -0.1, 0, -1.3, 2, 12, -19, -5, -1
- NC(=O)CC(NC(=O)Cc1ccc(Br)cc1)c1ccc(NCc2ccc(F)c(F)c2)c([N+](=O)[O-])c1 (stereo unspecified)
    0.1, -1.2, 25, -3.6, -3, -21, 3, -7, -8
- CC1CN(S(=O)(=O)c2cccs2)CC(C)O1 (stereo unspecified)
    -2.6, -1.0, 14, -2.2, -2, -11, 2, 2, 0
- Cc1cccc(N2CCN(C(=S)Nc3ccc4nc(N5CCOCC5)cc(C)c4c3)CC2C)c1 (stereo unspecified)
    -2.2, x, 3, 1.0, 21, 5, 16, -3, -4
- COc1cccc(CNC(=O)CCCc2nnc3n(C)c(=O)c4sccc4n23)c1
    0.7, -0.2, -34, -5.6, 0, -8, 4, x, 1
- CCOc1ccc2[nH]c(=O)c(CN(Cc3nnnn3Cc3ccccc3)CC3CCCO3)cc2c1 (stereo unspecified)
    -0.4, 1.7, -23, 0.4, 12, -11, 12, 6, 7
- O=C(CN1CCCCC1)N/N=C/c1cccc(C(F)(F)F)c1
    -0.9, 0.1, -6, -4.4, -4, -1, -2, u, -8
- Cc1ccc(NC(=O)NCc2nc3ccccc3n2C)cc1
    -2.1, 0.8, 4, 0.3, 6, 2, 1, 2, -1
- Cc1[nH]c2ccc(C(=O)NCCCN3CCCCCC3)cc2c1C
    -2.4, -2.8, 7, -0.5, 3, 6, -3, -28, 0
- C=CCn1c(=O)c(C(C)=O)cn(N(C)c2ncc(C(F)(F)F)cc2Cl)c1=O
    1.8, x, 12, 0.6, 0, 2, 1, -1, -6
- Cn1sccc1=O
    -0.9, -0.6, 8, -1.6, 2, 3, -2, 3, -7
- COc1ccc(/C=C/C(=O)OC(C)CN2CCOCC2)cc1 (stereo unspecified)
    -1.5, -2.0, -9, 2.1, -1, 2, 18, -5, 4
- COc1ccc(N(CC(=O)Nc2ccc(C)cn2)S(=O)(=O)c2c(C)nn(C)c2C)cc1
    -0.3, 0.4, -9, -3.6, 1, -3, -13, -2, 5
- Nc1ccc2c(c1)C(=O)c1ccccc1-2
    -3.6, 0.3, -3, -1.6, -1, 2, -11, u, 6
- Cn1cccc1/C=N/n1c(-c2ccc(Cl)cc2Cl)n[nH]c1=S
    0.6, x, 2, -2.6, 13, 5, 9, 2, -1
- CCC(=O)NC(c1cc(Cl)c2cccnc2c1O)C1CC1 (stereo unspecified)
    -1.0, 0.5, 2, -1.0, 1, 2, 6, -6, 10
